Source: PubChem BioAssay (several laboratories)
aDG glyco up: activators of alpha-DG glycosylation, primary screen, uHTS, Pro5-aDG cells, AlphaScreen | alpha-DG glycosylation AlphaScreen (IIH6); 0% Pro5, 100% B10-LARGE cell signal | activation, % at 10 µM | actives 0.22% (n = 360,000) | AID 624168, 2012;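 active = activation of at least 8% versus controls, or a plate z-score of at least 8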;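 note: Pro5 are CHO cells carrying HIG-tagged alpha-DG that lacks glycosylation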
Vif inh: HIV Vif self-association inhibitors, primary screen, imaging, HEK293T, single point; HEK293T cells, Vif self-association by quenched fluorescence, 24 h; inhibition, % at 7.49 µM; actives 0.35% (n = 340,000); in the data active = inhibition above about 50%, passing the limit was not always enough; inconclusive = no clear call, values can overlap the other calls; inactive = below about 31%; note: some results filed as inactive read as strong as hits
HTR2A ag: mouse Htr2a agonists via beta-arrestin recruitment, primary screen, cell-based, luminescence; 5-hydroxytryptamine receptor 2A (Mus musculus), P35363; CHO-K1 mHTR2A beta-arrestin complementation; percent of 30 µM serotonin response; activation, % at 7.6 µM; actives 0.66% (n = 360,000); AID 624169, 2012;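 active = activation above a run cutoff, the mean activation of all tested compounds plus 3 SD, cut at about 14% in these data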;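 note: 0% = plate median of compound wells and 100% = 30 µM serotonin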
Glyco luc inh: increase of ERlucT glycosylation luciferase signal, primary screen, N-linked glycosylation inhibitor project, D54 ERlucT cells, luminescence, set 2 | AID 588692, 2011 | actives 0.23% (n = 360,000) | reporter increase, % at 12.5 µM | D54 ERlucT glycosylation luciferase reporter, 24 h; percent of 100 nM tunicamycin response;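 active = mean luciferase reporter signal, scaled so untreated is 0 and the glycosylation-blocking control 100, at or above a set limit in every replicate; inconclusive = mean reaches the limit but not every replicate does; inactive = mean below the limit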;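 note: luciferase carries N-glycosylation sites so blocking glycosylation raises the light; 0% = median of neutral control wells and 100% = median of 100 nM tunicamycin wells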
Granule exo inh: LAMP-1 surface exposure blockers, TALL-104 cells – cell-based, flow cytometry, MLPCN library, primary screen; TALL-104 LAMP-1 surface exposure; cells stimulated with thapsigargin and PMA; actives 0.66% (n = 360,000); inhibition, % at 10 µM; AID 651702, 2012;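 active = inhibition above about 55%, limit read from the data; inconclusive = no clear call, values can overlap the other calls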
H9c2 protect: cardioprotection against H2O2-induced cell death, primary screen, uHTS, H9c2 cells, ATPLite luminescence. H9c2 cardiomyocytes, H2O2 injury protection, 2 h. actives 0.63% (n = 360,000). protection from H2O2 cell death, % at 20 µM. AID 588492, 2011;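 active = compounds giving at least 50% protection of heart cells from peroxide-induced death in the single-dose screen, raw or plate-pattern-corrected value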;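 note: 0% = DMSO wells with peroxide and 100% = DMSO wells without peroxide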
iPSC survival up: enhancers of single-cell hiPSC survival, primary screen, ATPlite luminescence | actives 0.044% (n = 360,000) | 100% = ROCK inhibitor wells, 0% = DMSO | AID 602274, 2012 | survival enhancement, % at 20 µM; in the data active = survival enhancement above about 18%;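 note: cells exposed to compounds for 16 hours before the ATP read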
PDI inh: inhibitors of human PDI, primary screen, biochemical, turbidity, single point, plate reader; actives 0.052% (n = 350,000); Protein disulfide-isomerase (Homo sapiens), P07237; PDI insulin aggregation turbidity, A650, 90 min; inhibition, % at 10 µM;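 active = mean inhibition across replicates of 30% or more, whatever share of single replicates reach that level; inconclusive = mean inhibition below 30% while every single replicate reaches 30%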;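 note: absorbance from insulin aggregation driven by PDI reduction with DTT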
ABCB6 inh MLPCN: ABCB6 transporter inhibitors, primary screen, K562-ABCB6 cells, flow cytometry, MLPCN library; K562-ABCB6 porphyrin accumulation, 1 h; hits give low values; AID 602162, 2011; ATP-binding cassette sub-family B member 6 (Homo sapiens), Q9NP58; fluorescence ratio to DMSO, % at 10 µM; actives 0.19% (n = 360,000);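 active = fluorescence ratio to DMSO below 75%, the collection mean minus 3 SD; inconclusive = too few cells collected in the well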;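 note: signal is porphyrin accumulated inside mitochondria; 100% equals median channel fluorescence of DMSO control wells; lower ratio means ABCB6 inhibition with less porphyrin fluorescence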
Target sequence (Q9NP58 whole entry, looked up): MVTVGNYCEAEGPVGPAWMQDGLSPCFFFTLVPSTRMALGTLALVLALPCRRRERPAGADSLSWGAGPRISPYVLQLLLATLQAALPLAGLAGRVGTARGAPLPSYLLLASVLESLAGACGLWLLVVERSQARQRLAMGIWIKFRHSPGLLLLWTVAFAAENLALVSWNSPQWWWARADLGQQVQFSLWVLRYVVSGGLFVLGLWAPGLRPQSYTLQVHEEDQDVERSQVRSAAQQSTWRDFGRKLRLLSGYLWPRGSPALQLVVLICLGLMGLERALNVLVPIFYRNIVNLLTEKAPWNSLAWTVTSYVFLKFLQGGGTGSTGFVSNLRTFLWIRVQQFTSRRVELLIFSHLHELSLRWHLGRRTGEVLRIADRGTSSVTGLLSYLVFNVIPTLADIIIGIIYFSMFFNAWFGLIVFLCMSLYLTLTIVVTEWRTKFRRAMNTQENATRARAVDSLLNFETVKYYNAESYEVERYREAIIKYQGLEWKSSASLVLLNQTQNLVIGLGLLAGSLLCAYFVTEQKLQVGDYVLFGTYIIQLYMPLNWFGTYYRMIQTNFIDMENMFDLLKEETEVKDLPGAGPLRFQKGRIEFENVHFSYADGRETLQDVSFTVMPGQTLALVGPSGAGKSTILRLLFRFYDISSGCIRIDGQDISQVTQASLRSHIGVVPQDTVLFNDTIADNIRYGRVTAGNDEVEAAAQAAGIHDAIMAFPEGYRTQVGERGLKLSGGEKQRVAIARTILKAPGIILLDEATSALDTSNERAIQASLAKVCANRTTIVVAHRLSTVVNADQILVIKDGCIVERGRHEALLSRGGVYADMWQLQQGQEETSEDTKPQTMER
CaV13 FRET inh: Primary screen for inhibitors of IQ motif and Ca2+-dependent inactivation inhibitor domain binding in CACNA1D, Förster resonance energy transfer in living cells, … | HEK cells, CFP/YFP FRET ICDI-IQ, plate reader, 10 min; percent FRET-ratio fall versus neutral wells | inhibition, % at 12.3 µM | actives 0.098% (n = 340,000);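 active = mean replicate inhibition of at least 30% and at least 1% of replicates passing that level; inconclusive = only one of the two criteria is met; inactive = neither criterion is met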;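 note: 0% = median of the neutral control wells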
* = called active by the depositor; ? = inconclusive; · = not tested or not shown. Outcome played no part in choosing rows. About 3.1% of those tested had a hit in this group.

SMILES	aDG glyco up	Vif inh	HTR2A ag	Glyco luc inh	Granule exo inh	H9c2 protect	iPSC survival up	PDI inh	ABCB6 inh MLPCN	CaV13 FRET inh
COc1ccccc1CNC(=O)COc1cccnc1[N+](=O)[O-]	-0.1	9	5	0	-10	-1	0.6	0	99	-2
O=C(NCCCn1ccnc1)c1ccc(N2CCCCC2)c([N+](=O)[O-])c1	-0.1	11	-8	1	-4	-4	0.8	1	98	-7
CC[C@@H]1CC=C[C@H]2[C@H]1C(=O)N(Cc1ccccc1)[C@H]2c1ccoc1	-0.2	3	-3	38*	-12	-20	-3.9	2	99	·
CCN(CC)CCCn1c2c(c(SCC(=O)Nc3ccc4c(c3)OCO4)nc1=O)CCC2	0.6	-7	-2	-3	5	8	0.1	-1	105	-6
Cc1csc(NC(=O)CSc2nc(=O)n(CCCN(C)C)c3c2CCC3)n1	1.4	1	-5	0	4	2	1.7	0	98	-5
COc1ccc(/C=C/C(=O)c2c(O)c(OC)c3occc3c2OC)cc1	-0.6	-11	-1	16	-1	29	0.1	4	101	-2
COc1ccc(-c2nn3c(COc4ccccc4)nnc3s2)cc1OC	0.1	3	3	0	1	14	2.3	5	99	·
O=C(Nc1cccc(Cl)c1)Nc1ccc(Cl)cn1	-0.1	9	-4	2	-2	-7	-0.5	3	89	-5
CN(C)c1nnnn1-c1ccc(Oc2ncc(C(F)(F)F)cc2Cl)cc1	0.8	-24	4	-2	2	-10	2.2	14	95	-7
CSc1ccc(CN2C(=O)NC3(CCCCCC3)C2=O)cc1	-0.2	-3	-4	1	-2	-3	-0.5	-7	95	-2
CC1CCCC(NC(=O)c2cc(S(=O)(=O)N3CCCCC3)c[nH]2)C1C (configuration not stated)	0.0	11	1	-2	-2	-2	-2.7	20	100	-6
CCC1(C)Cc2nc3sc(C(=O)O)c(N)c3cc2CO1 (configuration not stated)	-0.5	4	3	-1	7	15	4.6	12	108	-1
CC(=O)c1ccc(NC(=O)c2ccc(NC(=O)c3ccco3)cc2)cc1	0.1	26	9	-7	-4	-8	-0.5	1	98	·
CC(=O)Nc1sc(NC(=O)c2ccc(Cl)cc2)nc1-c1cccs1	-0.1	-6	1	6	-2	-3	0.6	-1	104	·
O=C(O)c1ccc(Nc2cc(Cl)c3nonc3c2[N+](=O)[O-])cc1	0.1	10	6	0	-5	12	3.3	14	98	-5
CCCCn1c(N)c(N(CC)C(=O)c2cccc(S(=O)(=O)N3CCN(C)CC3)c2)c(=O)[nH]c1=O	-0.3	10	-2	-1	10	-3	1.2	0	105	-6
Cc1cccnc1NC(=O)c1c(O)c2cccc3c2n(c1=O)CCC3	-0.1	-6	-9	4	-1	10	-1.3	12	90	·
COc1cc(CC(=O)N(c2ccccc2)c2nc(C)cs2)cc(OC)c1OC	-0.2	-1	0	2	-2	7	0.3	1	100	-3
CCCCCNCc1cccc(Br)c1	0.0	14	2	2	-1	-5	0.0	0	98	·
O=C(c1ccc(CS(=O)Cc2ccccc2Cl)o1)N1CCN(c2cccc(Cl)c2)CC1 (configuration not stated)	0.3	-1	-4	-1	0	12	-0.2	-2	93	-7

3 entries out of the list, arranged by molecular weight, high to low:
SMILES	aDG glyco up	Vif inh	HTR2A ag	Glyco luc inh	Granule exo inh	H9c2 protect	iPSC survival up	PDI inh	ABCB6 inh MLPCN	CaV13 FRET inh
O=C(c1ccc(CS(=O)Cc2ccccc2Cl)o1)N1CCN(c2cccc(Cl)c2)CC1 (configuration not stated)	0.3	-1	-4	-1	0	12	-0.2	-2	93	-7
O=C(O)c1ccc(Nc2cc(Cl)c3nonc3c2[N+](=O)[O-])cc1	0.1	10	6	0	-5	12	3.3	14	98	-5
CCC1(C)Cc2nc3sc(C(=O)O)c(N)c3cc2CO1 (configuration not stated)	-0.5	4	3	-1	7	15	4.6	12	108	-1

Other entries.
SMILES	aDG glyco up	Vif inh	HTR2A ag	Glyco luc inh	Granule exo inh	H9c2 protect	iPSC survival up	PDI inh	ABCB6 inh MLPCN	CaV13 FRET inh
CCOC(=O)C1=C(COC(=O)/C=C/c2ccc(OCC)c(OC)c2)NC(=O)NC1C (configuration not stated)	0.0	1	5	-2	6	19	0.0	11	97	-6
CC(=O)Nc1ccc(NC(=O)CSc2nc(N)c(NC(=O)c3ccccc3F)c(=O)[nH]2)cc1	0.1	1	11	1	-5	0	-0.5	-1	100	-2
Cc1ccc(Cc2nc(-c3cccc(C)c3)no2)cc1	0.0	-9	3	0	14	-10	-0.4	3	102	-4
O=C(COC(=O)c1cccc([N+](=O)[O-])c1)NNC(=O)c1cccs1	0.3	-1	-3	2	4	3	0.2	0	102	-5
CCOC(=O)c1csc(NC(=O)CSc2nnnn2-c2cccc(OC)c2)n1	0.0	15	-2	-1	3	-2	5.9	-6	97	-6
COCCNc1nc(-c2cc(F)ccc2C)c2sc(-c3ccccc3)cc2n1	-0.3	1	1	20	?	-5	-0.4	8	101	-4
O=C1c2ccccc2N2C(=O)c3ccccc3C2N1Cc1ccco1 (configuration not stated)	0.7	-5	-1	-1	5	45	-0.9	3	100	·
O=C1C2=C(SCCS2)C(=O)N1c1ccccc1	0.0	3	-3	3	-2	6	-1.8	2	94	-5
CCn1c(-c2ccc(C)cc2)n[nH]c1=S	-0.1	-3	0	0	-2	-16	2.6	-6	98	-5
O=C(O)CN1C(=O)C2C3C=CC(C2C1=O)C1C(=O)N(CC(=O)O)C(=O)C31 (configuration not stated)	-0.1	-4	0	-1	-4	0	-0.3	-1	99	-2
COc1ccc(C(=O)NC2CCN(CC(=O)Nc3cccc(OC)c3)CC2)cc1	0.0	35	-1	0	-4	2	-0.3	2	99	-1
Cc1ccc2c(CN3CCC(C)CC3)cc(=O)oc2c1C	0.1	-4	3	-3	-1	4	-0.7	4	105	-7
CC1=CC(C)(C)N2C(=O)C3(C(C#N)=C(N)OC4=C3C(=O)CC(C)(C)C4)c3cc(C)cc1c32 (configuration not stated)	0.5	·	-1	1	1	-1	0.6	10	104	-4
COc1ccc(S(=O)(=O)CC(O)CN2CCCC2=O)cc1 (configuration not stated)	-0.1	5	-1	1	-1	1	-3.6	1	85	-3
CC(C)C[C@H](NC(=O)c1nc[nH]c1C(=O)N1CCN(c2ccccc2)CC1)C(=O)OCc1ccccc1	3.0	3	1	0	9	-22	2.6	0	98	-13
Cc1cc(C(=O)NNC(=S)NC(=O)/C=C/c2ccccc2Cl)n[nH]1	-0.2	0	-3	-4	-2	17	-0.6	0	96	-6
Cn1nc(C(C)(C)C)cc1C(=O)NNC(=O)c1cccc(Cl)c1	-0.1	-8	-1	1	-12	-7	0.0	1	92	-5
Cc1cccc(NC(=O)C2CCCN2S(=O)(=O)c2ccc(Cl)cc2)n1 (configuration not stated)	0.0	3	1	-1	2	2	0.5	13	95	-3
CC1C(=O)N(Cc2cn(CC3CCCCC3)nn2)CCS(=O)(=O)N1Cc1ccc(-c2ccccc2)cc1 (configuration not stated)	0.3	-2	-2	-4	4	0	4.1	5	97	-5
CCn1c(CSc2nnc(-c3ccoc3C)n2C)nc2cc(S(=O)(=O)N(C)C)ccc21	0.1	14	-2	0	1	2	0.7	3	100	-6
CC1CCN(C(=O)c2ccc3c(=O)n4c(nc3c2)CCCCC4)CC1	-0.3	-3	9	1	-1	2	0.4	0	96	-2
COc1ccccc1C1/C(=C(/O)c2cnn(-c3ccccc3)c2C)C(=O)C(=O)N1CCN(C)C (configuration not stated)	-0.1	1	2	1	-2	4	-0.6	2	96	2
CCC1CC(CSc2ncn[nH]2)OC1=O (configuration not stated)	0.0	2	-7	0	3	-6	-3.8	-10	88	-4
c1ccc(-c2cc3nc(NCc4cccs4)ccn3n2)cc1	0.1	-6	0	-2	5	-9	-0.5	8	99	-4
Cc1cc(C)cc(NC(=O)CSc2ccc(-c3ccco3)nn2)c1	0.2	-11	-1	-1	0	6	-0.2	11	97	-1
COC(=O)[C@]1(CC(C)C)N[C@H](c2ccc(-c3ccc4c(c3)OCO4)cc2)[C@@H]2C(=O)N(C)C(=O)[C@@H]21	0.3	6	5	5	4	9	-1.6	3	101	-9
C=CC[C@H](CC(=O)OC(C)(C)C)C(=O)OC[C@@H]1CCCN1C(=O)[C@@H](CC=C)CC(=O)N[C@H](CO)Cc1ccccc1	0.6	0	2	2	-5	8	4.8	0	100	-3
Cc1n(CC(O)COC2CCCCC2)c2ccccc2[n+]1C (configuration not stated)	0.1	20	-3	0	-1	-8	1.2	-3	100	·
CCCCOC(=O)C1CCCC(C(=O)OCCCC)N1 (configuration not stated)	0.1	8	2	1	3	4	3.3	11	92	·
O=C(NCc1ccccc1Cl)[C@H]1CCCN1C(=O)[C@H]1CCCN1	0.1	·	4	·	3	·	1.2	·	98	-4
COc1cccc(-c2ccc3c(c2)C2CC3CCN2C(=O)c2ccc(-c3ccccc3)cc2)c1 (configuration not stated)	4.5	6	-6	-3	2	-8	0.6	-17	100	-10
CCOC(=O)C(C)(C)Sc1nc2c(cnn2-c2ccc(Cl)cc2)c(=O)[nH]1	0.3	·	-1	1	3	-20	1.2	·	100	-3
Cc1nc(C)c(-c2ccc(SCC(=O)Nc3ccc(C)c(Cl)c3)nn2)s1	0.7	-6	-1	0	0	-2	-0.4	-3	100	-8
O=C(CSc1nnc(-c2ccccc2F)o1)NC(=O)Cc1ccccc1	0.2	12	4	0	18	-4	-2.8	4	101	-5
COc1ccc(C)cc1NC(=O)c1cc2ccccc2o1	0.6	-4	-3	0	-1	4	1.8	-4	100	-4
COCCn1c(C)cc(C(=O)COC(=O)c2c(C)nn(Cc3ccccc3)c2C)c1C	1.1	2	-3	-4	0	1	-0.7	-7	92	-4
COc1ccccc1NC(=O)c1ccc(NC(=O)COC(=O)c2cccnc2Cl)cc1	-0.1	-2	-4	1	-2	-2	1.5	?	94	-5
COc1cc(/C=N/Nc2ccccn2)ccc1OCC(C)C	0.2	2	-1	9	0	-6	-0.4	-3	99	-1
COc1cccc(S(=O)(=O)Nc2ccc3c(c2)C(=O)N(C)C[C@H](OC)[C@H](C)CN[C@@H](C)CO3)c1	-0.1	·	-1	·	-3	·	·	·	·	-16
CC1(C(=O)NS(=O)(=O)c2ccc(Cl)cc2)CCN1C(=O)COc1ccc(Cl)cc1 (configuration not stated)	0.9	3	9	1	-1	-4	-4.0	-10	78	-5
O=C1N=c2ccccc2=C1c1c(O)n(-c2cccc(F)c2)[nH]c1=O	0.0	·	1	-1	11	-6	-0.7	8	92	-3
COc1ccc(NS(=O)(=O)c2cccc(C(=O)NCC(c3ccco3)N(C)C)c2)cc1 (configuration not stated)	0.0	3	-12	0	-3	3	-0.3	-1	98	-15
CCN(CC)C(=O)c1cccc(NC(=O)C2=COCCO2)c1	0.0	50	-6	1	-1	4	0.2	-1	99	-2
